Source: PubChem BioAssay
ADAM17 inh: inhibitors of human ADAM17. recombinant ADAM17, EDANS/DABCYL FRET peptide cleavage. inhibition, % at 6.95 µM. actives 0.83% (n = 370,000). AID 720648;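 active = inhibition above the mean of compounds lying between control limits plus 3 SD, set per campaign, cut at about 8.5% in these data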;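 also: 0% = DMSO-only wells as the low control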
PG9 Ab binder: binds the HIV-1 gp120 antibody PG9; AID 624416; inhibition, % at 6.7 µM; TR-FRET gp120-PG9 antibody binding; actives 0.43% (n = 360,000); in the data active = inhibition above about 8.5%
GC-A act: GC-A (human) enzyme activation. P16066. HEK293 GC-A cells, cGMP TR-FRET, EC30 ANP; 0% at EC30 ANP, 100% saturating ANP. activation, % at 10 µM. actives 0.14% (n = 370,000); in the data active = activation above about 40%
Target sequence (P16066 whole entry, looked up): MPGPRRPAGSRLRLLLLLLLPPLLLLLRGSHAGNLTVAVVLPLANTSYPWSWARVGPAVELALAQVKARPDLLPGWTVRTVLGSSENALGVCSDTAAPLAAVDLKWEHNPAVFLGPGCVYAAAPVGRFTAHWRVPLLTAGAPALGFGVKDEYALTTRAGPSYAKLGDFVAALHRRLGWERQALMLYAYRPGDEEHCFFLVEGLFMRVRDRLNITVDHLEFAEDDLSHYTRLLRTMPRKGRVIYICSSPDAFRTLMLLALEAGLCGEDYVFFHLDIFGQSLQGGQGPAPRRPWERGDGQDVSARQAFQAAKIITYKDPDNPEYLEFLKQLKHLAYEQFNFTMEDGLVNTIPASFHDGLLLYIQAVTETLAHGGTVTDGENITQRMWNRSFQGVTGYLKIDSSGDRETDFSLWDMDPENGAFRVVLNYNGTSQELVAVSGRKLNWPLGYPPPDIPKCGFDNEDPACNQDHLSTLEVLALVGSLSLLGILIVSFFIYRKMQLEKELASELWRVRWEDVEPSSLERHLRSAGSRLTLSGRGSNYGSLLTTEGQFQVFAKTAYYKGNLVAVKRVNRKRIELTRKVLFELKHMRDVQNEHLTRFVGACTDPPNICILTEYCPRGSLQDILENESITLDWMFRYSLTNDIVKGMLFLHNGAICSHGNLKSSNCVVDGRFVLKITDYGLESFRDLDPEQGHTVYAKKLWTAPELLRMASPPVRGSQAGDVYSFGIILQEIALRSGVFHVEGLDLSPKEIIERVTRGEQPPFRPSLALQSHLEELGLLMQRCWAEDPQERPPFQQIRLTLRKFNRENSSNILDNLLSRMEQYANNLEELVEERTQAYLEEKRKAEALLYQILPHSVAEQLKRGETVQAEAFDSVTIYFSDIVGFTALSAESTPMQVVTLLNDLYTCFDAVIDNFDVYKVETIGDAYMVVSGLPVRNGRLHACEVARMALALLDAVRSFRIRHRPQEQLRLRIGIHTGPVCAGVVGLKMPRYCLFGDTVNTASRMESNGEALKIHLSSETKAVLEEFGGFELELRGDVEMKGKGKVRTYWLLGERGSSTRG
hcDAF-12 act: activates DAF-12 receptor from parasite H. contortus; HEK293 hcDAF-12 lit1-tk-luc reporter, luminescence; 0% DMSO, 100% Δ7-dafachronic acid; activation, % at 6.8 µM; actives 1.4% (n = 370,000); AID 652067;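 active = activation above the mean of all tested compounds plus 3 SD, cut at about 5.5% in these data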;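 also: 100% = response to 3 µM Δ7-dafachronic acid high control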
SMARCA2 act: increases SMARCA2 function in MMTV reporter cells | AID 652017 | MG213 cells, MMTV-luciferase reporter, dexamethasone, overnight | activation, % at 9.1 µM | actives 1% (n = 370,000); in the data active = activation above about 7.8%;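 also: 0% = vehicle wells and 100% = reference activator wells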
ADAM10 inh: inhibitors of human ADAM10 | O14672 | inhibition, % at 7 µM | recombinant ADAM10, EDANS/DABCYL FRET peptide cleavage, 3 h | AID 720582 | actives 0.62% (n = 370,000);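 active = inhibition above a per-campaign cutoff equal to the mean of compounds falling between control-based bounds plus 3 SD, cut at about 20% in these data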;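 also: 0% = DMSO wells while the 100% control is not disclosed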
GAA850 FXN act: frataxin GAA850 promoter activation | HEK293 lucGAA850 FXN promoter luciferase reporter, 24 h; percent of 10 µM SAHA response | activation, % at 6 µM | actives 0.56% (n = 360,000);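 active = activation above the average of all compounds screened plus 3 SD, cutoff fixed separately per campaign, cut at about 7.5% in these data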;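 also: 0% = DMSO wells and 100% = 10 µM SAHA wells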
ssDAF-12 act: S. stercoralis DAF-12 activation, primary screen; HEK293 ssDAF-12/GRIP1 lit1-tk-luc reporter, luminescence; % of 3 µM dafachronic acid response; activation, % at 6.8 µM; actives 1% (n = 370,000); AID 652126;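 active = activation above the mean over all tested compounds plus 3 SD, cut at about 0.9% in these data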;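 also: 0% = DMSO-only wells and 100% = 3 µM delta7-dafachronic acid wells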
DAX1 inh-1: inhibitors of human orphan nuclear receptor DAX1 (NR0B1); P51843; HEK293 Gal4-DAX1 luciferase reporter, luminescence; inhibition, % at 6.75 µM; actives 0.99% (n = 340,000); AID 504766;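 active = inhibition above the mean over all tested compounds plus 3 SD, cut at about 4.2% in these data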;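 also: 0% = DAX1-transfected cells with DMSO and 100% = empty-vector control cells with DMSO; inhibition shows as a rise in luminescence from relieved DAX1 repression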
hgDAF-12 ag: activates the H. glycines DAF-12 receptor ligand-binding domain. HEK293 GAL4-hgDAF12 UAS-luciferase reporter, agonist luminescence; normalized to butyrate control. actives 1.8% (n = 370,000). activation, % at 6.8 µM;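 active = activation above a cutoff set at the mean of all screened compounds plus 3 SD, cut at about 10% in these data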;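 also: 0% = DMSO wells and 100% = sodium butyrate wells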
DAX1 inh-2: DAX1 (NR0B1) inhibition, primary screen; HEK293T StAR-luciferase reporter, SF-1/DAX-1 repression relief; inhibition, % at 6.8 µM; actives 1.1% (n = 370,000); AID 652010;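 active = inhibition above the mean over all tested compounds plus 3 SD, cut at about 3.6% in these data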;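 also: 0% = DAX-1 cells with DMSO and 100% = cells lacking DAX-1 with DMSO; higher inhibition means more luminescence from relief of DAX-1 repression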
* = called active by the depositor; / = no result given. An unsorted share of the library (roughly 6.8% active in at least one column).

SMILES	ADAM17 inh	PG9 Ab binder	GC-A act	hcDAF-12 act	SMARCA2 act	ADAM10 inh	GAA850 FXN act	ssDAF-12 act	DAX1 inh-1	hgDAF-12 ag	DAX1 inh-2
CCn1c(C2CC(=O)N(Cc3ccccc3)C2)nc2ccccc21 (stereo not given)	-4	0.0	-6	-0.3	-2	-17	-0.3	-1.2	0.6	-1.8	-0.1
O=C(CN1CCOCC1)n1c2c(c3ccccc31)CCCC2	-6	-1.9	-3	0.2	-2	-6	-1.0	-1.0	0.1	-1.1	0.3
COCc1cc(C2C(C(=O)c3ccco3)=C(O)C(=O)N2CCOCCO)ccc1O (stereo not given)	3	1.0	2	-0.8	0	3	0.1	-1.2	3.9	1.3	-0.2
Cc1cc(C)nc(NC(=O)CSc2ccccn2)n1	-4	0.1	1	-0.8	-3	-7	0.5	-0.9	-0.2	0.2	-0.4
O=C(N/N=C/c1c(Cl)cccc1Cl)c1n[nH]c2c1CCCC2	0	-2.6	2	-0.6	0	0	5.7	-1.9	-1.2	7.7	1.4
O=C(NCc1ccncc1)[C@@H]1CCCN1C(=O)[C@@H]1CCCN1C(=O)c1c(F)cccc1F	5	-2.8	1	-1.1	-5	-6	/	-0.8	/	-1.9	0.5
COc1ccc(CC(=O)O/N=C(\N)Cc2ccc([N+](=O)[O-])cc2)cc1	6	1.7	3	-0.9	-3	0	-1.3	-1.5	2.6	1.4	0.2
CCOc1ccc(NC2c3ccccc3C(=O)N2Cc2ccco2)cc1 (stereo not given)	2	-2.2	-5	0.4	-3	11	-0.2	-1.3	-0.1	-2.5	-1.8
CN1C(=O)C(O)(CC(=O)/C=C/C=C/c2ccccc2)c2ccccc21 (stereo not given)	0	0.4	-3	-0.1	1	-2	2.6	-0.7	-1.3	2.5	-0.2
CCCNC(=O)c1oc2ccc3c(c2c1C)C=CC(C)(C)O3	-36	-0.5	6	1.8	1	-103	10*	-0.3	0.4	8.2	0.3
COc1cccc(CNC(=O)[C@@H]2CCCN2C(=O)[C@@H]2CCCN2C(=O)OC(C)(C)C)c1	-2	-0.6	0	0.2	-4	-6	/	-0.8	/	1.4	-0.4
CCCCN(C(=O)c1ccc(Br)o1)C1CCS(=O)(=O)C1 (stereo not given)	-3	1.0	-1	-0.7	-2	-4	2.1	-1.0	0.4	-1.5	0.2
CC(=O)c1c(O)c(C)c(O)c2c1OC1=CC(=O)/C(=C(/C)N)C(=O)C12C (stereo not given)	1	-0.3	2	0.1	-1	-7	1.1	-1.2	1.3	-2.3	0.4
O=C(CSc1ncc(-c2ccccc2)n1-c1ccccc1)NCc1ccco1	3	1.3	-10	-0.9	0	10	-1.0	-1.3	1.9	0.3	-0.6
Cc1c(NC(=O)OCc2ccccc2)c(=O)n(-c2ccccc2)n1C	6	3.2	5	-1.6	-4	-5	0.2	-1.6	1.7	-0.7	1.0
O=C(O)c1ccc(-c2cccc([N+](=O)[O-])c2)o1	-2	1.4	0	-1.0	6	-1	2.0	-2.0	-1.2	1.3	0.4
CCn1c2nc(SCCN3CCOCC3)nnc2c2cc(C)cc(C)c21	-4	-1.5	7	0.3	-2	-4	-0.6	-1.1	-1.2	-6.1	-0.6
CNC(=S)NCC(O)c1ccc([N+](=O)[O-])cc1 (stereo not given)	-1	0.5	-1	-0.7	1	-6	1.6	-1.1	4.0	-2.0	0.0
O=C(NCC(O)CO)c1csc(Nc2cccc3ccccc23)n1 (stereo not given)	-9	-0.4	0	0.8	-3	-18	2.2	-1.5	-1.6	-6.1	0.2
O=C(NCC(O)c1ccc([N+](=O)[O-])cc1)c1cccc(S(=O)(=O)N2CCOCC2)c1 (stereo not given)	-7	-0.8	2	0.2	-1	-3	-0.9	-1.1	-0.3	-2.7	-0.8
COCCN(C(=O)COC(=O)CCOc1cccc(C)c1)c1c(N)n(Cc2ccccc2)c(=O)[nH]c1=O	-43	0.5	6	-1.5	-2	-141	0.3	-1.2	1.0	-0.1	-0.1
Cc1ccc(-n2cnc3c(=O)[nH]cnc32)cc1[N+](=O)[O-]	0	-1.7	3	0.0	2	1	0.1	-1.7	1.6	-3.2	0.0
O=C(Nc1ncc(Cc2ccccc2)s1)c1cccs1	-1	0.8	6	8.4*	4	4	0.8	0.5	0.7	15*	3.0
Cc1onc(-c2c(Cl)cccc2Cl)c1C(=O)Nc1nccs1	3	-1.0	-7	-1.0	-1	3	-2.7	-1.2	-0.4	0.1	-1.0
O=[N+]([O-])c1nn(-c2ccccc2)n(O)c1=NCCc1ccccc1	0	-0.6	-1	0.3	11*	4	4.3	-1.4	1.0	-0.4	0.1

2 of the compounds above, as labelled records:
molecule: O=C(NCC(O)c1ccc([N+](=O)[O-])cc1)c1cccc(S(=O)(=O)N2CCOCC2)c1 (stereo not given)
  ADAM17 inh = -7; PG9 Ab binder = -0.8; GC-A act = 2; hcDAF-12 act = 0.2; SMARCA2 act = -1; ADAM10 inh = -3; GAA850 FXN act = -0.9; ssDAF-12 act = -1.1; DAX1 inh-1 = -0.3; hgDAF-12 ag = -2.7; DAX1 inh-2 = -0.8

molecule: COCc1cc(C2C(C(=O)c3ccco3)=C(O)C(=O)N2CCOCCO)ccc1O (stereo not given)
  ADAM17 inh = 3; PG9 Ab binder = 1.0; GC-A act = 2; hcDAF-12 act = -0.8; SMARCA2 act = 0; ADAM10 inh = 3; GAA850 FXN act = 0.1; ssDAF-12 act = -1.2; DAX1 inh-1 = 3.9; hgDAF-12 ag = 1.3; DAX1 inh-2 = -0.2

The results go on.
SMILES	ADAM17 inh	PG9 Ab binder	GC-A act	hcDAF-12 act	SMARCA2 act	ADAM10 inh	GAA850 FXN act	ssDAF-12 act	DAX1 inh-1	hgDAF-12 ag	DAX1 inh-2
O=C(/C=C/c1ccc(Cl)c(Cl)c1)NC1=NCCS1	-2	-2.5	-2	3.4	-1	6	3.6	-0.1	0.5	13*	0.9
CC1C(=O)C(C)C(c2ccccc2F)NC1c1ccccc1F (stereo not given)	-3	0.9	9	-0.5	-2	4	3.6	-0.6	1.4	0.6	-0.3
O=C(C1CCN(C2CC(=O)N(c3cccc(Cl)c3)C2=O)CC1)N1CCCCCC1 (stereo not given)	0	-0.9	2	-0.6	5	5	0.3	0.0	0.7	-0.1	0.8
COc1ccc(C(=O)Nc2ccccc2-c2nnn(CC(=O)N3CCOCC3)n2)cc1	0	-0.6	-3	-0.3	0	0	0.0	-2.2	0.9	-1.6	-0.8
CC[C@@H]1CC=C[C@H]2[C@H]1C(=O)N(Cc1ccccc1)[C@H]2c1ccc(C(F)(F)F)cc1	-1	0.2	-6	0.5	0	7	0.8	-0.5	1.5	-1.0	0.5
CC(C)CN1CN(Cc2ccco2)CNC1=S	0	-1.6	-2	-3.4	2	-3	0.2	-1.3	-0.2	-0.6	0.7
CSCCC(NS(=O)(=O)c1ccc(C)cc1)C(=O)NC1CCCCC1 (stereo not given)	1	-0.6	-5	-0.7	-1	8	-1.7	-1.4	-0.2	-1.7	0.2
O=C(Nc1ccccc1)c1ccc2c(c1)OCO2	-5	0.1	-2	3.0	4	1	1.1	0.1	1.4	5.8	1.9
OC[C@H]1O[C@@H](c2nc(-c3ccc(Br)cc3)no2)C[C@@H]1O	-1	1.1	9	5.8*	2	-14	2.7	-0.2	/	12*	4.8*
CCOC(=O)c1ccc(NC(=S)N2CCSC2c2ccc(OC)cc2)cc1 (stereo not given)	1	-1.4	0	-1.0	-1	-7	1.0	-1.7	1.3	1.3	0.7
CCOc1ccc(N=c2scc(-c3ccc(OC)cc3)n2CCO)cc1	-3	1.6	2	-2.4	-5	-8	-4.6	-1.9	-4.4	-3.3	-2.3
CC(=O)Nc1ccc(NC(=O)CCOc2ccccc2C)cc1	1	-1.4	1	-2.5	0	-5	0.6	-1.2	0.5	2.0	0.4
O=C(CN1CCN(Cc2ccccc2)CC1)N1N=CCC1c1ccccc1 (stereo not given)	-3	-0.8	4	-1.3	0	2	-0.8	0.1	4.8*	1.7	0.7
CC1=NOC(=O)/C1=C\c1ccc(-c2ccc(Br)cc2C(=O)O)o1	-18	0.2	4	-1.1	-4	-55	2.6	-0.9	-0.1	2.3	-0.7
COc1cc(NC(=O)c2cccnc2)ccc1-c1cc2ccccc2oc1=O	-15	-1.9	8	-1.5	2	-44	/	-2.7	/	-2.5	-0.3
CCCCn1c(N)c(N(CC(C)C)C(=O)CCCc2cccs2)c(=O)[nH]c1=O	1	-2.3	2	-1.0	0	-10	0.5	-0.8	-1.0	1.3	0.9
O=[N+]([O-])c1ccc(N/N=C/c2cccnc2)cc1	0	-1.2	-6	-0.4	-1	11	-1.7	-1.0	2.3	7.2	-0.9
CCc1ccc(CNC(=O)CN2C(=O)COc3ccccc32)cc1	-5	0.0	-6	-1.3	-2	0	-1.4	-1.9	0.0	-0.8	-0.9
O=C(CCC(=O)c1ccc(F)cc1)OCc1nnc(-c2ccc([N+](=O)[O-])cc2)o1	2	-0.7	-2	-0.8	0	-12	2.0	-0.9	0.3	-1.8	-1.0
Nc1nc(CSc2n[nH]c(-c3ccccc3)n2)nc(Nc2ccccc2)n1	-2	0.3	5	-2.6	-2	-3	1.7	-1.7	-0.4	-4.4	-0.6
O=C(Cn1cc([N+](=O)[O-])cn1)NCc1cc2ccccc2[nH]1	-1	-3.2	3	8.0*	0	6	1.0	-0.1	0.1	2.1	-0.5
CC(Nc1ccc(N2CCOCC2)cc1)C(=O)N1c2ccccc2CC1C (stereo not given)	-2	0.0	-1	-0.5	-1	0	0.0	-1.5	0.2	-1.2	-0.9
Cc1cc(OCC(=O)NCC2CCC(C(=O)O)CC2)c2c(C)c(C)c(=O)oc2c1 (stereo not given)	-31	-0.2	2	1.0	2	-128	-2.0	-1.1	1.0	1.3	-0.3
C/C(CC(=O)Nc1cccc2c1CCCC2)=N\NC=O	1	-2.2	1	-1.7	1	1	0.1	-0.3	0.3	-2.4	-0.6
CCOC1CS(=O)(=O)CC1OCC (stereo not given)	-4	-0.4	0	-0.8	-3	2	-0.4	-1.1	-0.2	0.1	-0.6
Cc1nn(-c2ccccc2)c2nc(-c3ccncc3)cc(C(=O)NCc3ccco3)c12	-6	1.6	8	-0.8	-1	-26	3.0	-0.8	-0.6	-0.7	-0.7

Arranged by number of heavy atoms (smallest number first): part of the list above
SMILES	ADAM17 inh	PG9 Ab binder	GC-A act	hcDAF-12 act	SMARCA2 act	ADAM10 inh	GAA850 FXN act	ssDAF-12 act	DAX1 inh-1	hgDAF-12 ag	DAX1 inh-2
OC[C@H]1O[C@@H](c2nc(-c3ccc(Br)cc3)no2)C[C@@H]1O	-1	1.1	9	5.8*	2	-14	2.7	-0.2	/	12*	4.8*
CSCCC(NS(=O)(=O)c1ccc(C)cc1)C(=O)NC1CCCCC1 (stereo not given)	1	-0.6	-5	-0.7	-1	8	-1.7	-1.4	-0.2	-1.7	0.2
CCOC(=O)c1ccc(NC(=S)N2CCSC2c2ccc(OC)cc2)cc1 (stereo not given)	1	-1.4	0	-1.0	-1	-7	1.0	-1.7	1.3	1.3	0.7
O=C(C1CCN(C2CC(=O)N(c3cccc(Cl)c3)C2=O)CC1)N1CCCCCC1 (stereo not given)	0	-0.9	2	-0.6	5	5	0.3	0.0	0.7	-0.1	0.8
